# Siah-1 displacement: blockers of Siah-1 interaction with plectin peptide – biochemical, fluorescence polarization, rhodamine-plectin, uHTS, primary screen (AID 1817). Siah-1 / rhodamine-plectin peptide fluorescence polarization; higher % means a stronger effect. one-dose displacement, % at 20 µM; IC50 in µM for titrated hits. 0.02% of 290,000 active;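 active = displacement of at least 50% at 20 µM, with a fluorescence ratio check between 0.3 and a set limit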;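 note: plate controls were Siah plus tracer with DMSO for no effect and tracer alone without Siah for full effect; strong numbers were not always called active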
# LYP inhibition: PTPN22 lymphoid phosphatase activity blockers – biochemical, fluorescence intensity, uHTS (AID 1779); inhibition, % at 11.5 µM; hits with a dose series show IC50 in µM; 0.054% of 290,000 active; recombinant LYP phosphatase, fluorescence intensity; higher % means a stronger effect; in the data active = inhibition above about 50%;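 note: plate controls were vehicle with enzyme for no effect and no enzyme for full effect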
# AID2073: disruptors of CaV2.2 binding to Mint1 – biochemical, HTRF (AID 2073). HTRF protein-protein interaction, Mint1-CaV2.2; higher % means a stronger effect. one-dose inhibition, % at 20 µM; IC50 in µM for titrated hits. 0.19% of 290,000 active; in the data active = inhibition mostly above about 51%, no sharp cut-off; inconclusive = no clear call, values can overlap the other calls; inactive = mostly below about 53%; note: some results filed as inactive read as strong as hits
# Starred values were filed as active, the others as inactive; ? = inconclusive. Not all compounds are listed; the hit share may differ from the screen's.
SMILES,Siah-1 displacement,LYP inhibition,AID2073
COc1cccc(-c2nc(CS(=O)CC(=O)NC(C)CCc3ccccc3)c(C)o2)c1 (configuration not stated),-2.3%,-11.2%,1.2%
COc1ccc(NC(=O)NC2CCCc3ccccc32)cc1 (configuration not stated),7.0%,-7.6%,2.4%
O=C(Cc1ccccc1)N/N=C/c1cc(Br)cs1,-1.1%,-0.3%,9.9%
CCOC(=O)Cn1c(=O)c2c(nc3n2CC(C)CN3Cc2ccccc2)n(C)c1=O (configuration not stated),8.2%,-10.6%,-0.6%
CC1CCCN(CCCNC(=O)c2ccc3c(c2)N(Cc2ccc(F)cc2)C(=O)c2ccccc2S3=O)C1 (configuration not stated),-2.1%,-8.0%,29.6%
COc1ccc(C(=O)NC(=S)NNC(=O)c2cccnc2)cc1,-4.8%,2.9%,-39.5%
Cn1c(=O)c2c(nc(NCC3CCCC(CN)C3)n2Cc2ccc(Cl)cc2Cl)n(C)c1=O (configuration not stated),-2.3%,-11.7%,22.1%
NS(=O)(=O)c1ccc(CNC(=O)c2cc(=O)[nH]c3ccccc23)cc1,4.8%,-7.5%,6.9%
CCc1c(C)nc(N2CCN(Cc3ccc4c(c3)OCO4)CC2)[nH]c1=O,-5.3%,-5.0%,21.2%
Cc1cccc(NS(=O)(=O)c2nnc(NC(=O)c3cccc(C)c3)s2)c1,6.2%,-1.8%,19.8%
Cc1cc(=O)oc2cc(NC(=O)c3cccc(F)c3)ccc12,24.5%,-8.6%,35.6%
Cc1nnc(SCC(=O)Nc2ccccc2)c2ccccc12,-6.0%,-8.7%,10.2%
C=CCOc1ccc(C(=O)Nc2ccccc2C(=O)N2CCCC2)cc1,3.0%,-3.0%,6.0%
O=C(NCc1n[nH]c(=S)n1-c1ccc(Br)cc1)c1ccc(S(=O)(=O)N2CCCCC2)cc1,-2.3%,-6.1%,-26.6%
COC(=O)c1ccc(CN2CCC(n3nccc3NC(=O)C3CCCC3)CC2)cc1,-3.6%,-4.8%,13.4%
CN(C)C(=O)c1cc(C(=O)c2ccc(Cl)cc2Cl)c[nH]1,4.2%,-4.3%,12.1%
CCN(CC(=O)NCCCN1CCOCC1)S(=O)(=O)c1cc(Cl)ccc1Cl,3.8%,-5.6%,2.4%
O=C(c1cccs1)N1CCCC(c2nc3c(nnn3Cc3c(Cl)cccc3Cl)c(=O)[nH]2)C1 (configuration not stated),1.0%,-5.4%,17.1%
COc1ccc(OC)c(NS(=O)(=O)c2cccc3cccnc23)c1,-4.2%,-3.3%,?
Cc1cnc(C(=O)OCc2c(C)cc(C(C)(C)C)cc2C)cn1,-2.1%,-4.0%,-10.1%
COc1cc2ccccc2cc1C(=O)Nc1ccc2oc(=O)ccc2c1,1.0%,-8.3%,37.2%
COc1cc(NC(=O)C2C3CCC(O3)C2C(=O)O)cc(OC)c1 (configuration not stated),-2.1%,-8.3%,-6.3%
Cc1ccc(C(=O)NCCCNC(=O)c2ccccn2)cc1,1.1%,-3.6%,3.1%
CCn1c(SCC(=O)N2CCCC2)nc2c(c1=O)SCC2,-6.8%,2.3%,2.6%
CC(=O)NS(=O)(=O)c1ccc2c(c1)C(=O)c1cc(S(=O)(=O)NC(C)=O)ccc1-2,-5.6%,-9.4%,17.9%
# (list continues)
SMILES,Siah-1 displacement,LYP inhibition,AID2073
CCC1(C)Cc2ccccc2-c2nc(NN)[nH]c(=O)c21 (configuration not stated),-4.4%,-5.9%,9.8%
COc1ccc(N(CC(=O)N/N=C/c2ccc(OC)c(OC)c2)S(=O)(=O)c2ccccc2)cc1,-3.8%,6.7%,-6.5%
COc1cc(NC(=O)c2ccccc2)c(OC)cc1NC(=O)Cc1ccc(C)cc1,-2.3%,-11.1%,4.9%
Cc1ccc(NC(=O)COc2ccc(C(=O)c3ccccc3)cc2)c(O)c1,-2.6%,-2.6%,5.9%
COc1ccc(OC)c(NC(=O)CSc2nnc(CNC(=O)c3cccs3)o2)c1,4.6%,-8.8%,6.2%
CCOC(=O)C1CCCN(C2=NC(=O)/C(=C/c3ccc(O)c(OCC)c3)S2)C1 (configuration not stated),4.0%,-5.3%,0.5%
NC(=O)C1CCN(c2oc(/C=C/c3ccc(F)cc3)nc2S(=O)(=O)c2ccccc2)CC1,1.4%,-5.4%,3.5%
O=C1C2CCCN2C(=O)N1CCCN1CCN(c2ccc([N+](=O)[O-])cc2)CC1 (configuration not stated),1.0%,0.0%,10.6%
N#C/C=C/N1CCC(Cc2ccccc2)CC1,-5.6%,-6.5%,13.0%
CS(=O)(=O)Nc1ccccc1C(=O)NCC1(N2CCCCC2)CCCCC1,-1.4%,-7.4%,22.2%
O=C(N/N=C/c1ccncc1)c1cccs1,3.4%,-3.4%,7.6%
c1ccc(NC(c2ccccc2)c2ccncc2)cc1 (configuration not stated),2.6%,-1.9%,-0.5%
COc1ccc(CNC(=O)c2cc3cccc(O)c3oc2=N)cc1,-2.1%,-3.1%,-23.3%
Cc1cc(C)c(CN2CCC(N3CCC(C(=O)NCC4CCCO4)CC3)CC2)cc1C (configuration not stated),6.1%,-13.6%,2.3%
CCN1CCN(CC(=O)Nc2nc3ccccc3s2)CC1,0.2%,-8.6%,3.0%
Cc1cc(C)c(S(=O)(=O)NC2CC(C)(C)NC(C)(C)C2)cc1Br,0.6%,-3.3%,10.0%
Cn1ccsc1=NC(=O)c1ccc(S(=O)(=O)C(F)F)cc1,3.8%,-1.1%,-1.2%
CCC1=Nc2cc(C(=O)N3CCCCC3)ccc2Sc2ccc(C)cc21,11.3%,3.7%,38.6%
Cc1ccc(-c2nc(CS(=O)CC(=O)NCc3ccc4c(c3)OCO4)c(C)o2)cc1 (configuration not stated),-6.1%,-1.0%,-3.5%
CC1(C)Cc2c(sc(NC(=O)COc3ccc(Cl)cc3)c2C(N)=O)C(C)(C)N1,-7.2%,-7.1%,-8.8%
COc1ccc(-c2nc(N3CCN(C)CC3)sc2-c2ccc(OC)cc2)cc1,-10.1%,-11.0%,1.4%
CSc1cccc(NS(=O)(=O)c2ccc(-c3coc(C)n3)cc2)c1,28.2%,-3.4%,-3.5%
COc1cccc(NC(=O)CN(C)C(=O)c2ccc(-c3ccccc3Cl)o2)c1,-1.4%,-4.3%,-0.9%
COc1ccc(NC(=O)c2cccc(N3C(=O)C4C5C=CC(C5)C4C3=O)c2)c(OC)c1 (configuration not stated),-6.5%,-4.9%,11.8%
CCN(CC(=O)NCc1cccs1)C(=O)c1ccc(S(=O)(=O)Nc2cccc(C)c2C)cc1,-0.7%,-5.7%,4.3%
# (cont.)
SMILES,Siah-1 displacement,LYP inhibition,AID2073
CCCCOc1ccc(C(=O)NCCOc2cccc(OC)c2)cc1,-1.5%,-1.0%,2.7%
CC(C)(C)NC(=O)C(c1ccc(F)cc1)N(Cc1ccco1)C(=O)CCC(=O)Nc1ccccn1 (configuration not stated),-5.4%,-7.3%,26.0%
O=C(NCCc1ccccc1)C1CCN(C(=O)c2ccc(F)cc2)CC1,2.0%,-6.7%,-8.0%
Cc1cccc(NC(=O)c2ccccc2NC(=O)c2ccco2)c1,-1.8%,-4.4%,0.2%
COc1ccc(CN2CCN(c3ncccn3)CC2)c(C)c1C,7.9%,0.1%,12.6%
CC(C)CN1C(=O)c2ccc(C(=O)Nc3ccc(OCC(=O)O)cc3)cc2C1=O,-4.3%,-6.3%,1.0%
Cc1cc(C)nc(N2CCC(C(=O)NC3CC3)CC2)n1,-1.2%,-10.3%,9.1%
Oc1c(Cl)cc(Cl)cc1CNc1ccccn1,-1.2%,-0.7%,4.2%
O=C1CCC(C(=O)N2CCCCCC2)CN1Cc1cccc(C(F)(F)F)c1 (configuration not stated),1.9%,-6.6%,-8.7%
O=C(CCC1CCCC1)N=C1SC2CS(=O)(=O)CC2N1Cc1ccccc1 (configuration not stated),-2.9%,-14.9%,15.2%
COc1ccccc1/C=C(\NC(=O)c1ccccc1)C(=O)NCc1ccco1,0.8%,-1.8%,-5.0%
COc1ccccc1CNC(=O)CCc1cn(C)c2ccccc12,4.8%,-9.9%,10.8%
CCC(=O)N1CCc2cc(S(=O)(=O)CCC(=O)NCc3ccccc3OC)ccc21,5.2%,-7.8%,6.0%
CC1Cc2cc(S(=O)(=O)N3CCC(C(=O)Nc4ccccn4)CC3)ccc2N1C(=O)C1CCC1 (configuration not stated),0.2%,-11.4%,3.7%
Cn1cccc1C(=O)/C(C#N)=C/c1ccc(F)cc1,1.1%,-1.8%,5.8%
O=C(Nc1cccc(O)c1)c1cccc(NC(=O)c2cccs2)c1,2.1%,-5.3%,10.1%
COc1ccc(CN(CC(=O)NC(C)C)C(=O)CCC(=O)Nc2nccs2)cc1,-2.4%,-8.9%,9.7%
CCOC(=O)N1CCC(NC(=O)C2CCCN(Cc3nc(-c4cccc(C)c4)oc3C)C2)CC1 (configuration not stated),3.4%,-8.8%,0.9%
CCNC(=S)N(CCc1c(C)[nH]c2ccc(Cl)cc12)Cc1cccnc1,-4.5%,-8.5%,3.4%
Cc1ccc(S(=O)(=O)N2CCCC2)cc1C(=O)N1CCN(Cc2ccccc2)CC1,5.9%,-6.0%,10.1%
O=C(C1=C(O)C(=O)N(CC2CCCO2)C1c1ccccc1Cl)c1ccco1 (configuration not stated),1.0%,-4.8%,9.6%
CC1(C)CC(=O)C(C(O)c2ccc([N+](=O)[O-])cc2)C(C)(C)N1 (configuration not stated),-2.7%,-5.4%,32.0%
Cc1ccc(OCC(=O)OC(C)CN2CCCCC2)cc1 (configuration not stated),3.5%,-8.7%,4.3%
COc1ccc(NC(=O)CN2C(=O)COc3ccccc32)cc1OC,0.6%,-12.0%,3.0%
CNC(=O)C1CC(=O)N(c2ccc(OCC(=O)N3CCCC3)cc2)C1 (configuration not stated),-2.3%,-11.5%,16.9%

# 6 entries drawn at random from the list so far, as already listed:
SMILES,Siah-1 displacement,LYP inhibition,AID2073
Cc1ccc(S(=O)(=O)N2CCCC2)cc1C(=O)N1CCN(Cc2ccccc2)CC1,5.9%,-6.0%,10.1%
CCCCOc1ccc(C(=O)NCCOc2cccc(OC)c2)cc1,-1.5%,-1.0%,2.7%
COc1ccc(CN2CCN(c3ncccn3)CC2)c(C)c1C,7.9%,0.1%,12.6%
Cc1cc(C)nc(N2CCC(C(=O)NC3CC3)CC2)n1,-1.2%,-10.3%,9.1%
Oc1c(Cl)cc(Cl)cc1CNc1ccccn1,-1.2%,-0.7%,4.2%
CCOC(=O)N1CCC(NC(=O)C2CCCN(Cc3nc(-c4cccc(C)c4)oc3C)C2)CC1 (configuration not stated),3.4%,-8.8%,0.9%

# (more compounds)
SMILES,Siah-1 displacement,LYP inhibition,AID2073
Cc1ccc(/C=C2\SC(=O)N(CCC(=O)N3CCN(C)CC3)C2=O)cc1,0.0%,3.4%,-5.0%
COc1ccccc1Cn1c(=S)[nH]c2cc(C(=O)N3CCN(c4ccccc4OC)CC3)ccc2c1=O,14.3%,0.7%,7.8%
COc1ccc(-c2cn(-c3ccc(C)c(Cl)c3)c(=S)[nH]2)cc1OC,1.0%,-6.5%,16.7%
COc1cc(Br)c(-c2sc(Nc3ccccc3)n[n+]2-c2ccccc2)cc1OC,5.1%,-5.6%,1.4%
Cc1cc2nccc(-c3ccc(OCCCF)cc3)n2n1,4.7%,-5.8%,?
CC(C)C(=O)Nc1c2c(nn1-c1ccc(F)cc1)CSC2,-0.6%,-9.6%,3.8%
CCOc1ccccc1C(=O)Nc1cc2c(cc1N1CCCC1)n(CC)c(=O)n2CC,3.4%,-1.6%,-4.2%
COc1ccccc1NC(=O)c1sc2nc3n(c(=O)c2c1C)CCC3,-0.7%,-12.0%,33.5%
O=C(Nc1ccc(F)cc1)Nn1cnnc1,-3.0%,-12.8%,6.4%

# Two neighbouring compounds already listed, quoted:
SMILES,Siah-1 displacement,LYP inhibition,AID2073
COc1cccc(-c2nc(CS(=O)CC(=O)NC(C)CCc3ccccc3)c(C)o2)c1 (configuration not stated),-2.3%,-11.2%,1.2%
COc1ccc(NC(=O)NC2CCCc3ccccc32)cc1 (configuration not stated),7.0%,-7.6%,2.4%

# Structures from the list above with a furan ring, fused or not:
SMILES,Siah-1 displacement,LYP inhibition,AID2073
COc1cccc(NC(=O)CN(C)C(=O)c2ccc(-c3ccccc3Cl)o2)c1,-1.4%,-4.3%,-0.9%
CC(C)(C)NC(=O)C(c1ccc(F)cc1)N(Cc1ccco1)C(=O)CCC(=O)Nc1ccccn1 (configuration not stated),-5.4%,-7.3%,26.0%
Cc1cccc(NC(=O)c2ccccc2NC(=O)c2ccco2)c1,-1.8%,-4.4%,0.2%
COc1ccccc1/C=C(\NC(=O)c1ccccc1)C(=O)NCc1ccco1,0.8%,-1.8%,-5.0%
O=C(C1=C(O)C(=O)N(CC2CCCO2)C1c1ccccc1Cl)c1ccco1 (configuration not stated),1.0%,-4.8%,9.6%
